Compound activity: PubChem, Sanford-Burnham Center for Chemical Genomics
HT1080 cytotoxicity = cytotoxicity in HT1080 fibrosarcoma cells, cell-based, fluorescence readout (AID 620). HT1080 viability, fluorescence; higher % means a stronger effect. cytotoxicity, % at 10 µM; hits with a dose series show EC50 in µM. hit rate 0.42% among 87,000; in the data active means cytotoxicity above about 50%;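 further: cells exposed to compound overnight then 4 h with Alamar Blue; 0% = vehicle DMSO and 100% = killing control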
* hit, by the source's call. A portion of the library; the hit share may differ from the screen's.

For Cn1c2c(c(=O)n(C)c1=O)C(c1cccc([N+](=O)[O-])c1)Nc1ccccc1O2 (centres undefined) the results were HT1080 cytotoxicity 25%.
Screening COc1ccc(OCCSc2nnc(CC(=O)Nc3cccc(Cl)c3Cl)n2C)cc1 returned HT1080 cytotoxicity -4%.
Cc1ccc(N2C(=O)C(Cl)=C(N3CCN(C)CC3)C2=O)c(C)c1 was read as HT1080 cytotoxicity -1%.
Screening CCc1ccccc1NC(=O)/C(=C/c1ccco1)c1ccccc1 returned HT1080 cytotoxicity -4%.
For Cc1ccc2c(C)ccc(O)c2n1 the results were HT1080 cytotoxicity -4%.
For COc1cc(C(C[N+](=O)[O-])c2c(-c3ccccc3)cc3ccccn23)cc(OC)c1OC (centres undefined) the results were HT1080 cytotoxicity 10%.
Screening CC(=O)OC(C(=O)Nc1ccccc1C)C(OC(C)=O)C(OC(C)=O)C(OC(C)=O)C(=O)Nc1ccccc1C (centres undefined) returned HT1080 cytotoxicity -9%.
`Cc1ccc(S(=O)(=O)N(CC(=O)NC2CCCCCC2)c2ccccc2F)cc1` gave HT1080 cytotoxicity -11%.
`COc1ccc(CNC(=O)C(c2cccs2)N(Cc2ccco2)C(=O)Cc2cccs2)cc1` (centres undefined) gave HT1080 cytotoxicity 13%.
For CCOC(=O)C1C(=O)NC(N2CCN(c3ccccc3)CC2)=NC1c1ccccc1 (centres undefined) the results were HT1080 cytotoxicity 14%.
`CCCN(CCC)C(=O)Cc1coc2ccc3ccccc3c12` gave HT1080 cytotoxicity -11%.
`O=C(Nc1cc(C(F)(F)F)ccc1-n1cncn1)c1ccc(Br)cc1` gave HT1080 cytotoxicity 5%.
Screening COc1cc(C2c3c(oc4ccccc4c3=O)C(=O)N2Cc2ccco2)ccc1O (centres undefined) returned HT1080 cytotoxicity -22%.
O=C(CN1C(=O)C2C3C=CC(C3)C2C1=O)Nc1nc2ccccc2[nH]1 (centres undefined) was read as HT1080 cytotoxicity 8%.
Screening CCOC(=O)c1sc(N)c(C#N)c1CSc1nc2ccc(C)cc2[nH]1 returned HT1080 cytotoxicity -6%.
`COC(=O)Cn1c(SCc2ccccc2)nc2ccccc21` gave HT1080 cytotoxicity -1%.
`Cc1ccc2c(Cl)c(C(=O)NCCCn3ccnc3)sc2c1` gave HT1080 cytotoxicity -1%.
Screening Cc1nn(CC(O)COc2ccc3c(c2)CCC3)c(C)c1Br (centres undefined) returned HT1080 cytotoxicity -14%.
Screening CCOc1ccc2nc(SCC(=O)c3ccc(Cl)s3)sc2c1 returned HT1080 cytotoxicity 1%.
For CN(Cc1ccccc1)C(=O)C1CCCN(Cc2ccc(Cl)cc2)C1 (centres undefined) the results were HT1080 cytotoxicity -8%.
Screening COCCNS(=O)(=O)c1ccc(F)c(OC)c1 returned HT1080 cytotoxicity 2%.
Screening COC(=O)[C@H]1C[C@@H]1[C@H](NC(=O)c1cc(C)nn1C)c1ccccc1 returned HT1080 cytotoxicity 9%.
Screening CCOc1cc(/C=C2/C(=N)N3OC(C)=CC3=NC2=O)ccc1OCCOc1ccccc1 returned HT1080 cytotoxicity -2%.
For Cc1cnc(NC(=O)c2cc3c(C)nn(-c4ccccc4)c3s2)s1 the results were HT1080 cytotoxicity -25%.
`CCOC(=O)c1nc(Nc2ccc(C)cc2)c2ccccc2n1` gave HT1080 cytotoxicity 1%.
COc1ccc(C(=O)N2CCC(C(=O)c3ccc(F)cc3)CC2)cc1 was read as HT1080 cytotoxicity 13%.
Screening CCOC(=O)C1CCN(C(=O)Nc2cccc(Cl)c2)CC1 returned HT1080 cytotoxicity 13%.
CCCCNC(=O)c1ccc2c(c1)ncn2C1CCCC1 was read as HT1080 cytotoxicity -4%.
Screening N#Cc1c(NC(=O)CN2C(=O)c3ccccc3C2=O)oc(-c2ccccc2)c1-c1ccccc1 returned HT1080 cytotoxicity -5%.
CNC(=O)C1(C)C=CCN1C(=O)OC (centres undefined) was read as HT1080 cytotoxicity -9%.
`Cc1ccc(S(=O)(=O)N2CCCC2C(=O)Nn2cnnc2)cc1` (centres undefined) gave HT1080 cytotoxicity 12%.
COc1ccc(C2C(C(C)=O)=C(O)C(=O)N2Cc2cccnc2)cc1 (centres undefined) was read as HT1080 cytotoxicity 17%.
`CCC1=C2CC[C@H]3C(=O)N(c4ccccc4)C(=O)[C@H]3[C@H]2[C@@]2(Cc3ccccc3)C(=NCCOC)OC(=O)N2C1=O` gave HT1080 cytotoxicity -14%.
Cc1ccc(-c2ccc(CCC(=O)O)n2CC2CCCO2)cc1 (centres undefined) was read as HT1080 cytotoxicity -12%.
`Cc1ccc(CNC(=O)C2CCCN(C(=O)N(C)C)C2)cc1` (centres undefined) gave HT1080 cytotoxicity 1%.
`c1ccc(-c2nc(N3CCCCC3)nc3ccccc23)cc1` gave HT1080 cytotoxicity -5%.
`N#Cc1c(NC(=O)c2cccnc2)sc2c1CCC2` gave HT1080 cytotoxicity 18%.
For CCNC(=O)CN1C(=O)NC2(CCCCCC2)C1=O the results were HT1080 cytotoxicity -2%.
`COc1cc(NC(=O)c2cccs2)c(C(=O)OCC(=O)NC(=O)NC(C)(C)C)cc1OC` gave HT1080 cytotoxicity -11%.
For CCCCSCc1ccc(C(=O)O)o1 the results were HT1080 cytotoxicity -8%.
Screening CCCOc1ccccc1N/C(=N/c1nc(C)cc(C)n1)NC(=O)COc1ccc(OC)cc1 returned HT1080 cytotoxicity -14%.
`COC(=O)[C@@]1(Cc2ccc(OC)cc2)[C@H]2c3cc(C(=O)N(C)C)n(Cc4ccc(C)o4)c3C[C@H]2CN1C(=O)c1ccccc1` gave HT1080 cytotoxicity -40%.
Screening COc1ccc(Nc2nc(-c3cccs3)cs2)cc1 returned HT1080 cytotoxicity -2%.
`CCc1cc2c(-n3nc(C)cc3C)ncnc2s1` gave HT1080 cytotoxicity -1%.
Screening O=C(CSC1=Nc2ccccc2C2=NC(CC(=O)NCc3ccco3)C(=O)N12)NCc1ccco1 (centres undefined) returned HT1080 cytotoxicity 6%.
`O=C(COc1ccc(Br)cc1)N1CCN(c2ccccc2)CC1` gave HT1080 cytotoxicity -14%.
`CC1(C)CC(=O)C2=C(C1)N(Cc1ccccc1)C(=O)C2(O)C(F)(F)F` (centres undefined) gave HT1080 cytotoxicity -16%.
CC(=O)c1ccc(NC(=O)C2CC(=O)N(Cc3ccccc3)C2)cc1 (centres undefined) was read as HT1080 cytotoxicity 6%.
Screening Cc1cc(C)c2c(c1)/C(=C/C(=O)c1ccc(Br)s1)C(=O)N2 returned HT1080 cytotoxicity -10%.
COc1cc(S(=O)(=O)N(Cc2ccccn2)Cc2ccco2)ccc1-n1cnnn1 was read as HT1080 cytotoxicity -12%.

Filtered by structure: the entries above with a cyano group (3)
Screening CCOC(=O)c1sc(N)c(C#N)c1CSc1nc2ccc(C)cc2[nH]1 returned HT1080 cytotoxicity -6%.
Screening N#Cc1c(NC(=O)CN2C(=O)c3ccccc3C2=O)oc(-c2ccccc2)c1-c1ccccc1 returned HT1080 cytotoxicity -5%.
`N#Cc1c(NC(=O)c2cccnc2)sc2c1CCC2` gave HT1080 cytotoxicity 18%.

Next section
`CNc1nc(-c2ccccn2)nnc1-c1ccccc1` gave HT1080 cytotoxicity 10%.
`CCOC(=O)Cc1csc(SC(C)C(=O)Nc2ccc(NC(C)=O)cc2)n1` (centres undefined) gave HT1080 cytotoxicity -4%.
`O=C1OC(C(=O)O)Cc2ccccc21` (centres undefined) gave HT1080 cytotoxicity -9%.
`CC(C)(C)NC(=O)C(c1ccc(I)cc1)N(CCN1CCOCC1)C(=O)CCCNC(=O)c1ccccc1` (centres undefined) gave HT1080 cytotoxicity -20%.
For C=CCNC(=O)c1nc2ccccc2s1 the results were HT1080 cytotoxicity 5%.
For COc1ccc(C(=O)NCCCN2CCOCC2)cc1OC the results were HT1080 cytotoxicity 12%.
`Cc1cc(C)cc(-c2nnc(SCC(=O)c3ccc4c(c3)OCCO4)o2)c1` gave HT1080 cytotoxicity 6%.
c1ccc(CN2CCC(Nc3nc(-c4ccccc4)nc4ccccc34)CC2)cc1 was read as HT1080 cytotoxicity 2%.
For CCCCN(CCCC)S(=O)(=O)c1ccc(NS(=O)(=O)c2ccc(NC(C)=O)cc2)cc1 the results were HT1080 cytotoxicity -17%.
For Cc1ccc(C(CC(=O)O)C2CCOC(C)(C)C2)cc1 (centres undefined) the results were HT1080 cytotoxicity 4%.
Screening CCc1ccc(C(C(=O)NC2CCCCC2)N(C(=O)CNC(=O)c2ccco2)c2cccnc2)cc1 (centres undefined) returned HT1080 cytotoxicity 9%.
`CCOC(=O)c1cc(C(C)(C)C)oc1CNC(=O)c1c(C)oc2c1CCCC2` gave HT1080 cytotoxicity -4%.
Screening Cc1ccc(/C=N/c2sc3c(c2C#N)CCC3)o1 returned HT1080 cytotoxicity -18%.
Screening Cc1cc(C)c(NC(=O)CC(C)(C)C)c(Cl)c1 returned HT1080 cytotoxicity -14%.
For CCC(C)NCCCOc1cc(Cl)ccc1Cl (centres undefined) the results were HT1080 cytotoxicity -6%.
For OCCNC(=S)NC1CCCCC1 the results were HT1080 cytotoxicity -16%.
`CC1CC2(NC(=O)NC2=O)C(C)CN1C` (centres undefined) gave HT1080 cytotoxicity -5%.
Cc1ccc2nc(SCC(=O)c3cc(C)n(C)c3C)[nH]c2c1 was read as HT1080 cytotoxicity 22%.
`CCOC(=O)C1=C(C)Nc2nc(=S)[nH]n2C1c1ccc(Cl)cc1` (centres undefined) gave HT1080 cytotoxicity -13%.
`CS(=O)(=O)N(CC(=O)N1CCN(c2ccc(F)cc2)CC1)c1ccc(F)c(Cl)c1` gave HT1080 cytotoxicity -9%.
O=C(CNc1cccc2ccccc12)N/N=C/C(Br)=C/c1ccccc1 was read as HT1080 cytotoxicity 2%.
`O=C(CSCc1cccc(Cl)c1)NCc1ccc2c(c1)OCO2` gave HT1080 cytotoxicity 8%.
`c1ccc(CCNc2ncnc3scc(C4COc5ccccc5O4)c23)cc1` (centres undefined) gave HT1080 cytotoxicity -11%.
COCCNC(=O)C(C)OC(=O)c1cc2sccc2n1C (centres undefined) was read as HT1080 cytotoxicity 2%.
O=C(Nc1cccc(Cl)c1)OCc1cncs1 was read as HT1080 cytotoxicity -18%.
COc1ccc(Cl)cc1NC(=O)CSc1nnc(CN2CCOCC2)n1-c1ccc(Cl)cc1 was read as HT1080 cytotoxicity -1%.
`COc1ccc(OCc2nc(N)nc(Nc3ccccc3)n2)cc1` gave HT1080 cytotoxicity 19%.
Screening COc1cc2[nH]c(=S)n(Cc3ccco3)c(=O)c2cc1OC returned HT1080 cytotoxicity 1%.
For NC(=O)C(c1ccc(Cl)cc1)c1ccc(Sc2ccccc2)nn1 (centres undefined) the results were HT1080 cytotoxicity 0%.
`CCSc1nnc(-c2cccnc2)n1Cc1ccco1` gave HT1080 cytotoxicity -3%.
`CCOc1cc(C(=O)Nc2c(C)ccc3nsnc23)cc(OCC)c1OCC` gave HT1080 cytotoxicity 2%.
For Nc1cc(=O)[nH]c(=O)n1Cc1ccccc1 the results were HT1080 cytotoxicity 14%.
CCOc1ccc(C(C)NC(=O)Nc2ccccc2C(=O)OC)cc1 (centres undefined) was read as HT1080 cytotoxicity -5%.
For COc1ccc(CNc2ccc3c(c2)CCC3)cc1OC the results were HT1080 cytotoxicity -16%.
Screening Cc1cc(/C=C2\C(=N)N3C(SCc4ccccc4)=NSC3=NC2=O)c(C)n1Cc1ccccc1 returned HT1080 cytotoxicity 0%.
`Cc1ccccc1S(=O)(=O)c1c(C)cc(C)n(CC(C)C)c1=O` gave HT1080 cytotoxicity 0%.
COc1ccc(S(=O)(=O)N(C)CC(=O)Nc2ccc3c(c2)OCO3)cc1 was read as HT1080 cytotoxicity 27%.
CC(C)C(NC=C1C(=O)OC(C)(C)OC1=O)C(=O)O (centres undefined) was read as HT1080 cytotoxicity -2%.
Screening CS(=O)(=O)N(Cc1ccccc1)c1ccccc1C(=O)N1CCN(c2ccccc2)CC1 returned HT1080 cytotoxicity 2%.
Cc1c(C#N)c(N=CN(C)C)c(C(=O)c2ccc(Br)cc2)n1-c1ccc(Cl)cc1 was read as HT1080 cytotoxicity -10%.
For CCN(CC)C(=O)CSc1nnc(C2CCCCC2)o1 the results were HT1080 cytotoxicity 0%.
CCOC(=O)/C=C1\SCC(=O)N1CC(=O)Nc1ccc(C(C)C)cc1 was read as HT1080 cytotoxicity 8%.
`CC1CCC/C(=N/Nc2ccc([N+](=O)[O-])cc2[N+](=O)[O-])C1` (centres undefined) gave HT1080 cytotoxicity 16%.
Cc1ccc(-n2nnnc2-c2cnn(-c3cccc(F)c3)c2C(F)(F)F)cc1 was read as HT1080 cytotoxicity 10%.
Screening CC(C)CSc1ncnc2c1oc1nc3c(cc12)COC(C)(C)C3 returned HT1080 cytotoxicity -5%.
`c1ccc(CCCNc2ncccn2)cc1` gave HT1080 cytotoxicity 10%.
`O=C(N(Cc1ccccc1)c1ccccn1)C12CC3CC(CC(C3)C1)C2` gave HT1080 cytotoxicity -9%.
For C=CCn1c(SCC(=O)NC(=O)NCCC)nnc1C1CCCCC1 the results were HT1080 cytotoxicity -2%.

Grouped by structure: the compounds so far with a nitro group on carbon
For Cn1c2c(c(=O)n(C)c1=O)C(c1cccc([N+](=O)[O-])c1)Nc1ccccc1O2 (centres undefined) the results were HT1080 cytotoxicity 25%.
For COc1cc(C(C[N+](=O)[O-])c2c(-c3ccccc3)cc3ccccn23)cc(OC)c1OC (centres undefined) the results were HT1080 cytotoxicity 10%.
`CC1CCC/C(=N/Nc2ccc([N+](=O)[O-])cc2[N+](=O)[O-])C1` (centres undefined) gave HT1080 cytotoxicity 16%.

Taken from the entries so far, six compounds:
Cc1c(C#N)c(N=CN(C)C)c(C(=O)c2ccc(Br)cc2)n1-c1ccc(Cl)cc1 was read as HT1080 cytotoxicity -10%.
For CCN(CC)C(=O)CSc1nnc(C2CCCCC2)o1 the results were HT1080 cytotoxicity 0%.
CCOC(=O)/C=C1\SCC(=O)N1CC(=O)Nc1ccc(C(C)C)cc1 was read as HT1080 cytotoxicity 8%.
`CC1CCC/C(=N/Nc2ccc([N+](=O)[O-])cc2[N+](=O)[O-])C1` (centres undefined) gave HT1080 cytotoxicity 16%.
Cc1ccc(-n2nnnc2-c2cnn(-c3cccc(F)c3)c2C(F)(F)F)cc1 was read as HT1080 cytotoxicity 10%.
Screening CC(C)CSc1ncnc2c1oc1nc3c(cc12)COC(C)(C)C3 returned HT1080 cytotoxicity -5%.
